Hsp70 displacement = Hsp70 inhibitors, probe displacement, primary screen, biochemical, fluorescence polarization (AID 583); displacement, % at 20 µM; hits with a dose series show IC50 in µM; 0.06% of 140,000 active; Hsp70 fluorescence polarization probe displacement, mP; higher % means a stronger effect; in the data active = displacement above about 50%;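 also: plate controls were vehicle for no effect and reference ligand for full effect; a part of the inactive calls stands beside numbers as strong as those of hits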
MKP-3 inhibition = MKP-3 phosphatase inhibitors, primary screen, biochemical, rat enzyme, in vitro (AID 425); recombinant MKP-3 phosphatase activity, fluorescence; higher % means a stronger effect; inhibition, % at 20 µM, or IC50 in µM where a hit was titrated; 0.17% of 110,000 active; in the data active = inhibition above about 50%;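 also: plate controls were vehicle for no effect and reference inhibitor for full effect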
Starred values were filed as active, the others as inactive; · = no result given; & = joins results of further samples.

SMILES	Hsp70 displacement	MKP-3 inhibition
CCCCCCn1c(NCC)nc2c1c(=O)[nH]c(=O)n2C	-3.4%	-7%
O=C(NCCc1ccccc1)c1cnc2sccn2c1=O	-1.6%	-6%
COc1cccc(OCCNC(=O)C(c2ccccc2)c2ccccc2)c1	-3.1%	2%
CCN1C(=O)N(C)C2C1N(C)C(=O)N2CC (stereo not given)	0.2%	4%
C#CC(C)(C)NC(=O)CN(c1ccc(C)cc1)S(=O)(=O)c1ccc(F)cc1	2.3%	2%
Brc1cccc(CN2CCN(C3CCCC3)CC2)c1	-0.2%	1%
CC(C)C(=O)Nc1ccc(NC(=O)c2cccnc2)cn1	-2.3%	·
CCOC(=O)C1=C(C)NC2=C(C(=O)c3ccccc32)C1c1ccc(OC)cc1 (stereo not given)	-4.8%	5%
CCC1=NN(C(=O)Cc2ccc([N+](=O)[O-])cc2)C(O)(C(F)(F)F)C1 (stereo not given)	-1.5%	1%
CC1Cc2ccccc2N1C(=O)c1cc2sccc2n1Cc1ccc(F)cc1 (stereo not given)	-0.8%	·
COc1ccc(CC(=O)N2CC(C)CC(C)C2)cc1OC (stereo not given)	3.4%	·
O=C(c1nn2c(C(F)(F)F)cc(-c3ccco3)nc2c1Br)N1CCCc2ccccc21	-13%	10%

Complete entries from above. Order of values: Hsp70 displacement | MKP-3 inhibition
Entry for O=C(NCCc1ccccc1)c1cnc2sccn2c1=O → -1.6% | -6%
Entry for CC1Cc2ccccc2N1C(=O)c1cc2sccc2n1Cc1ccc(F)cc1 (stereo not given) → -0.8% | ·
Entry for CCN1C(=O)N(C)C2C1N(C)C(=O)N2CC (stereo not given) → 0.2% | 4%
Entry for COc1ccc(CC(=O)N2CC(C)CC(C)C2)cc1OC (stereo not given) → 3.4% | ·
Entry for Brc1cccc(CN2CCN(C3CCCC3)CC2)c1 → -0.2% | 1%

Carrying on:
SMILES	Hsp70 displacement	MKP-3 inhibition
CCCOc1cccc(C(=O)Nc2cccc(C(=O)Nc3nccs3)c2)c1	-1.6%	1%
CC(C)Cn1cc(F)c(=O)n(CC(C)C)c1=O	2.4%	4%
Cc1ccc(N2C(=O)NC(=O)/C(=C/c3ccc(OCC(=O)O)cc3)C2=O)cc1	0.9%	3%
Cc1ccc(-n2nc3c(c2NC(=O)c2c(-c4ccccc4Cl)noc2C)CS(=O)(=O)C3)c(C)c1	2.7%	-15%
Cc1ccc(C(=O)N2CCN(c3ccccn3)CC2)cc1[N+](=O)[O-]	-6.7%	3%
C=CCSC1=N/C(=C\C=C\c2ccco2)C(=O)S1	-8.7%	-2%
CCn1c2ccccc2c2cc(C3C(C(=O)OCC4CCCO4)=C(C)NC4=C3C(=O)CCC4)ccc21 (stereo not given)	-2.6%	0%
CCOC(=O)N1CCN(c2ccc(Cl)c(Cl)c2)CC1	4.3%	-14%
CCOc1ccc(NC(=O)c2ccccc2C(F)(F)F)cc1	1.5%	0%
Cc1ccc(S(=O)(=O)Oc2ccc(/C=C(/NC(=O)c3ccccc3)C(=O)Nc3ccccc3)cc2)cc1	8.6%	·
COc1ccc(C(=O)c2cnc[nH]2)cc1	-0.1%	1%
O=C(CSc1nnc(CNc2ccc(Cl)cc2)o1)Nc1nc2ccccc2s1	-3.1%	1%
Cc1cccn2c(=O)c3cc(C#N)c(=O)n(Cc4cccnc4)c3nc12	3.4%	-12%
COc1ccc(CCNC(=O)C2CCN(S(=O)(=O)N3CCOCC3)CC2)cc1OC	3.1%	-12%
CC(C)(C)NS(=O)(=O)c1ccc(NS(=O)(=O)c2ccc(F)cc2)cc1	-2.3%	-6%
O=C(NCCN1CCOCC1)c1cc2cc(Br)ccc2oc1=O	4.0%	·
COc1ccc2oc(=O)c(C(=O)NC3CCCCC3)cc2c1	7.5%	2%
O=C1CC(Nc2ccc(F)cc2)C(=O)N1c1ccccc1Cl (stereo not given)	-0.4%	2%
COC(=O)c1cc(C(=O)N2CCN(Cc3ccccc3)CC2)cc([N+](=O)[O-])c1	-1.6%	3%
Nn1c(SCC(=O)Nc2cccc(F)c2)nnc1C1CCCCC1	1.0%	-4%
Cc1ccnc(NS(=O)(=O)c2ccc(NC(=O)c3cc(-c4ccccc4)nc4ccccc34)cc2)n1	2.2%	2%
O=[N+]([O-])c1cccc(CN2CCN(Cc3cc(Br)ccc3O)CC2)c1	2.0%	1%
O=C(NCc1ccc(N2CCCC2=O)cc1)c1cn(Cc2ccccc2)nn1	4.2%	-15%
O=c1cc(O)n(-c2ccccc2F)c(=S)[nH]1	-1.9%	-11%

Brought forward from above: three entries; new compounds follow.
SMILES	Hsp70 displacement	MKP-3 inhibition
O=[N+]([O-])c1cccc(CN2CCN(Cc3cc(Br)ccc3O)CC2)c1	2.0%	1%
O=C(NCc1ccc(N2CCCC2=O)cc1)c1cn(Cc2ccccc2)nn1	4.2%	-15%
O=c1cc(O)n(-c2ccccc2F)c(=S)[nH]1	-1.9%	-11%
CCCc1cc(NCCN2CCOCC2)n2c(nc3ccccc32)c1C#N	-2.1%	-9%
CCOC(=O)Cc1nn(CC)c(=O)c2ccccc12	4.6%	0%
CCN1CCC2(CC1)CC1CC3C=CC1(CN2C(C)=O)O3 (stereo not given)	4.4%	2%
CC1CN(C(=O)CSc2nnc(-c3ccncc3)n2-c2ccccc2)CC(C)O1 (stereo not given)	2.7%	1%
O=C(Nc1ccc(CN2CCOCC2)cc1)c1cccc(F)c1	3.4%	-11%
COc1ccc(S(=O)(=O)N(C)CC(=O)NC2CCCCC2)cc1Cl	-0.6%	·
COc1cc2c(cc1OC)C(C(=O)NCCN1CCOCC1)C1c3ccccc3CCN1C2=O (stereo not given)	-0.1%	4%
Cc1cc(NC(=O)CCC(=O)N(CCC(C)C)C(C(=O)NC2CCCC2)c2cccnc2)no1 (stereo not given)	-4.1%	-5%
COC(=O)c1c(-c2ccc(Cl)cc2)csc1NC(=O)C1CCCCC1C(=O)O (stereo not given)	0.5%	2%
Cc1ccc(C(=O)Nc2ccccc2C(=O)Nc2nc3ccccc3n2C)cc1	0.9%	3%
CC(=O)NN1C(=O)/C(=C\c2ccc(C)cc2)SC1=S	1.4%	5%
COc1cc(NC(=O)C2CCCCN2)ccc1OCC(C)C (stereo not given)	-4.6%	-4%
Cc1ccc(-c2nnn(CC(=O)N3CCN(c4ccccc4)CC3)n2)o1	-4.1%	-10%
COc1ccc2[nH]c(O)c(NC(C)=O)c2c1	0.8%	-8%
CCC1(CC)C(=O)NC(=O)NC1=NCCc1ccc(O)cc1	-4.4%	-10%
COCCOC(=O)c1c(C)oc2ccc(NS(=O)(=O)c3ccc(C(=O)O)cc3)cc12	0.2%	·
CC1=C(C(=O)Nc2ccc(Br)cc2)C(c2ccccc2)NC(=O)N1C (stereo not given)	-3.0%	-1%
O=C(Nc1ccc(O)cc1)c1ccc(C(=O)c2ccccc2)o1	9.2%	3%
CC1(C)Cc2c(sc3c2c(=N)n(Cc2ccco2)c(=O)n3Cc2ccc(Cl)cc2)CO1	-3.8%	7%
Cc1ccc(S(=O)(=O)CC(=O)N2CCCC2)cc1	-2.4%	2%
Cc1ccc(-c2nc3cc(Cl)ccc3o2)cc1NC(=O)c1ccc2c(c1)OCCO2	-44%	5%
CCN(CC)S(=O)(=O)c1cccc(-c2nnc(SCC(N)=O)n2CCc2ccccc2)c1	3.5%	-1%
CCOc1ccc(NC(=NCc2ccc3c(c2)OCO3)SC2CC(=O)N(c3ccc(OCC)cc3)C2=O)cc1 (stereo not given)	0.1%	·
Cn1c(SCC(=O)c2ccc(F)cc2)nnc1-c1cnccn1	-0.2%	13%
CS/C(N)=N/N=C/c1cc(C)ccc1O	-5.0%	0%
Cc1cccc(C)c1NC(=O)Cn1cnc2c(=O)n(C)c(=O)n(C)c21	2.9%	5%
COC(=O)C1CCN(CC(=O)Nc2sc3c(c2C#N)CCC3)CC1	1.5%	·
O=C(CCCc1ccccc1)c1ccc2c(c1)OCCO2	-2.4%	·
COc1cccc(NCCC(=O)c2ccccc2)c1	-2.2%	-1%
CC(C(=O)N=c1sc2ccccc2n1C)N1C(=O)C2CC=CCC2C1=O (stereo not given)	2.0%	-16%
Cc1ccc(-c2noc(CN(C(=O)c3cccc(Br)c3)C(C)C)n2)cc1	0.0%	0%
CCOC(=O)C(C)Oc1c(Br)cc(C2NC(=O)NC(C)=C2C(C)=O)cc1OCC (stereo not given)	-2.1%	·
CCCn1c(=N)n(CC(O)COc2cccc(C)c2)c2ccccc21 (stereo not given)	-0.5%	-10%
CCN1CCN(CCNC(=O)CSCc2nc(-c3ccc(OC)c(OC)c3)oc2C)CC1	-0.1%	·
NS(=O)(=O)c1ccc(NC(=O)CSc2nnc(-c3cnccn3)n2-c2ccccc2)cc1	-2.8%	-6%
CC(=O)OC(C#CCN1CCOCC1)c1ccccc1 (stereo not given)	·	-12%

Quoted at random: 3 compounds from above, in no set order.
SMILES	Hsp70 displacement	MKP-3 inhibition
COC(=O)C1CCN(CC(=O)Nc2sc3c(c2C#N)CCC3)CC1	1.5%	·
CC(=O)OC(C#CCN1CCOCC1)c1ccccc1 (stereo not given)	·	-12%
CS/C(N)=N/N=C/c1cc(C)ccc1O	-5.0%	0%

Next compounds follow.
SMILES	Hsp70 displacement	MKP-3 inhibition
O=C(NCCCN1CCc2ccccc2C1)Nc1ccc(Br)cc1	0.1%	·
Cc1ccc(C)c2[nH]c(=O)c(CN(CCN3CCCC3)C(=O)Nc3ccc(F)cc3)cc12	-2.0%	-2%
CCC(C(C)=O)C(=O)Nc1ccccc1 (stereo not given)	3.6%	2%
COc1ccc(C(=O)NC(C)c2nc3ccccc3[nH]2)cc1OC (stereo not given)	-2.8%	·
CCC(C)Sc1nc2c([nH]c3ccccc32)c(=O)n1C (stereo not given)	-3.2%	-7%
Cc1cc(C)nc(NS(=O)(=O)c2ccc(NC(=O)C3CC(=O)N(c4ccccc4)C3)cc2)n1 (stereo not given)	-1.0%	-10%
COCCNC(=O)c1cc2oc3ccccc3c2n1C	7.0%	·
CCOc1cc(-c2nc3ccccn3c2NCC2CCCO2)ccc1O (stereo not given)	-4.0%	-3%
CC(C)Oc1ccc(C(=O)N2CCCC2C(=O)O)cc1 (stereo not given)	-3.5%	0%
CCOc1ccc(-c2[nH]ncc2-c2ccc(OC)c(OC)c2)c(O)c1	-3.8%	-9%
COc1ccc(OC(=O)Nc2ccccc2)cc1	14%	·
CCCCCC(=O)NNC(=O)c1ccco1	1.5%	-2%
CCOC(=O)c1c(C)n(OCc2ccccc2)c2ccc3c(no[n+]3[O-])c12	6.0%	0%
Cc1cc(C)c(NC(=O)c2ccc(S(=O)(=O)N(C)C)cc2)c(C)n1	-3.1%	-3%
Cc1nc2ccc(N3C(=O)CCC3=O)cc2[nH]1	1.8%	-6%
COC(=O)c1ccc(OCC(O)CN2C(=O)NC(C)(C)C2=O)cc1 (stereo not given)	4.7%	-5%
Cc1ccc(C2c3sc(=O)[nH]c3SC3C(=O)NC(=O)C32)cc1 (stereo not given)	-2.7%	-6%
CCCN1Cc2cccc(C(=O)Nc3ccc(CN4CCCC4)cc3)c2C1=O	2.3%	-4%
COc1ccc(S(=O)(=O)n2cnc(C)c2)cc1OC	0.4%	2%
S=c1nc(-c2ccccc2)n(Cc2ccco2)c2c1CCCC2	0.3%	-8%
COc1ccc(/C=C(\NC(=O)c2ccc([N+](=O)[O-])cc2)C(=O)NCCCN2CCOCC2)cc1	-3.2%	3%
Cc1ccccc1SCC(=O)Nc1cccc(C#N)c1	0.1%	·
Cc1cccc(C)c1NC(=O)N1C2CCCC1CC(NC(=O)C(C)(C)C)C2 (stereo not given)	1.1%	0%
NS(=O)(=O)c1ccc(CCNC(=O)C2CCCN2C(=O)OCc2ccccc2)cc1 (stereo not given)	-2.3%	·

Looked up above.
COC(=O)c1ccc(OCC(O)CN2C(=O)NC(C)(C)C2=O)cc1 (stereo not given) – Hsp70 displacement: 4.7%
S=c1nc(-c2ccccc2)n(Cc2ccco2)c2c1CCCC2 – Hsp70 displacement: 0.3%

(cont.)
SMILES	Hsp70 displacement	MKP-3 inhibition
CCn1c(N2CCN(CC(=O)c3ccc(OC)cc3)CC2)nc2ccccc21	-3.1%	-3%
Cc1cc(N2CCC(C(=O)NC3CCCCC3)CC2)nc(-c2ccccc2)n1	5.0%	-7%
Cc1ccc2nsnc2c1NC(=O)COc1ccc(Cl)cc1Cl	-1.2%	-1%
CCOC(=O)C1(C(=O)OCC)C(C(=O)OCC)(C(=O)OCC)C1(C(=O)OCC)C(=O)OCC	3.1%	2%
O=c1c2c3c(sc2ncn1/N=C/c1ccccc1)CCCC3	1.5%&0.5%	1%
O=c1c(-c2ccc(F)cc2)coc2c3c(ccc12)OCCO3	-0.7%	-4%
COc1ccc2cc(CN(CCc3ccccc3)Cc3nnnn3CC3CCCO3)c(=O)[nH]c2c1 (stereo not given)	4.1%	-8%
COc1ccc(C)cc1-n1nnnc1SCn1nnc2ccccc2c1=O	6.7%	-6%
COc1ccc(Nc2nc(N3CCCCC3)nc3ccccc23)c(OC)c1	-4.2%	·
O=C(Cc1cn2ccsc2n1)OCc1nc2ccccc2s1	5.2%	-7%
COc1cccc(CNC(=O)c2nnn(-c3ccc(OC(F)(F)F)cc3)c2N)c1	-3.2%	·
COC(=O)C(C(=O)NCC1CCCO1)C1CCCCCC1 (stereo not given)	3.5%	-7%
CC1CCCC(C)N1C(=O)CSCc1ccc(Cl)cc1 (stereo not given)	1.4%	·
C=CCN1C(=O)/C(=C\c2cccc(OCC(=O)O)c2)C(=O)NC1=S	-2.3%	-9%

A portion of the library; the hit share may differ from the screen's.
